High-throughput results: PubChem BioAssay, several laboratories
BB579 growth dn = growth inhibitors of yeast BB579 in restrictive medium, primary screen, yeast lifespan-shortening project, S. cerevisiae; OD615, 48 h; inhibition, % at 10 µM; AID 804, 2007; hit rate 0.51% among 140,000;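 active means inhibition above a set limit, 3 SD over the mean compound inhibition, cut at about 44% in these data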; further: inactives centre near -24
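System: Saccharomyces cerevisiae DeaD strain BB579, replicative lifespan model yeast | Buffer or medium: Restrictive glucose-based CSMM-D medium | Times: 4 h preincubation and 48 h exposure at 30 °C | Detection: OD615 turbidity measurement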
NPY Y2 blocker = NPY-Y2 receptor antagonists, primary screen, cell-based. NPY-Y2 expressing cells, antagonist mode. AID 793, 2007. hit rate 0.99% among 140,000. inhibition, % at 2.7 µM; in the data active means inhibition above about 17%;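 further: 0% = vehicle with agonist challenge and 100% = reference antagonist with challenge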
Target sequence (P49146 whole entry, looked up): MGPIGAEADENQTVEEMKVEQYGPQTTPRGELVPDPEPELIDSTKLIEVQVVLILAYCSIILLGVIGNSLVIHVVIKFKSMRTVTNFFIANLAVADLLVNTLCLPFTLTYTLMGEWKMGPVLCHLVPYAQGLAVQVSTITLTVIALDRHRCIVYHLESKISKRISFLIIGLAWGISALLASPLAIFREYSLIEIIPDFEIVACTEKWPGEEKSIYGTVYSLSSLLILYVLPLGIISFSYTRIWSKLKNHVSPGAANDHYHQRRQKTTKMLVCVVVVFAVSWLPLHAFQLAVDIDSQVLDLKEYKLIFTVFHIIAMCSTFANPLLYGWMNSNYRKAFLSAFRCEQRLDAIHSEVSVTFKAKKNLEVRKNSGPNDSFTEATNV
Phagocytosis inh = inhibitors of macrophage phagocytosis, primary screen, imaging, J774A.1 cells, IgG beads | J774A.1 macrophage IgG-bead phagocytosis | inhibition, % at 5 µM | hit rate 0.07% among 110,000;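 active means inhibition above the mean of the plate negative controls plus 5 SD, cut at about 13% in these data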;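 further: phagocytic index as fraction of beads internalized from green versus red external bead signal; plate controls were DMSO negative control for no effect and cytochalasin-D positive control for full effect; some results beyond the cut were filed as inactive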
E-sel TNF inh = E-selectin induction blockers in HUVEC – imaging, immunofluorescence, high content, primary screen | HUVEC TNFa-induced E-selectin immunofluorescence | inhibition, % at 2 µM | hit rate 0.71% among 120,000;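 active means inhibition above the batch mean plus 3 SD, and confirmed as a hit on visual image review, cut at about 43% in these data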;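 further: 0% = TNF-stimulated DMSO wells and 100% = unstimulated control wells; not every result past the cut was called active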
GALR2 blocker = GALR2 antagonists in receptor-expressing cells, primary screen | Galanin receptor type 2 (Homo sapiens), O43603 | antagonist mode | hit rate 0.39% among 140,000 | inhibition, % at 4 µM; in the data active means inhibition above about 27%;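 further: cells stimulated with galanin 1-16 at roughly its EC80; 0% = agonist challenge control and 100% = basal control without agonist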
Target sequence (O43603 whole entry, looked up): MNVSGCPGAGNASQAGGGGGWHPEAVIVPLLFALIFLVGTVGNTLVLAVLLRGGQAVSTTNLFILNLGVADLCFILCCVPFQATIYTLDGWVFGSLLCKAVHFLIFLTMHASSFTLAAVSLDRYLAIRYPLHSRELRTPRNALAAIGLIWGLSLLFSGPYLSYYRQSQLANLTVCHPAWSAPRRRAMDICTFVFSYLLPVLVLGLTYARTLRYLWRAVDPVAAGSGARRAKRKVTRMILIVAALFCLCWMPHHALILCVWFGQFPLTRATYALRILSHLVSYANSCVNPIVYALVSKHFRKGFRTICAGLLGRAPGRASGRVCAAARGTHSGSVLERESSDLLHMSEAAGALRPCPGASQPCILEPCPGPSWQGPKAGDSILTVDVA
HCT116 bCat-KO = primary screen for growth suppressors in beta-catenin knockout HCT116 cells (colon tumor, human). viability, % at 10 µM. HCT116 beta-catenin knockout viability, CellTiter-Glo, 60 h; hits give low values. hit rate 1.5% among 140,000;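 active means viability at or under a set limit, the compound median less 4 SD, cut at about 6% in these data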;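 further: 0% = Hyamine 1622 control at 20 µM and 100% = untreated cell control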
MRP-1 activ = H69AR viability gain despite doxorubicin, primary screen, MRP-1 activator project, H69AR cells, CellTiter-Glo | viability rescue | viability increase, % at 10 µM | hit rate 0.61% among 140,000;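 active means viability gain under doxorubicin at or above a set limit, the compound median plus 3 SD, cut at about 4.7% in these data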;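 further: MRP-1 overexpressing cells given doxorubicin 25 µM after compound pretreatment; 18-22 h compound pretreatment then 72 h with doxorubicin before readout; 0% = doxorubicin-only wells and 100% = vehicle-treated cells without doxorubicin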
PTEN del growth = growth suppression of PTEN-null HCT116, primary screen, cell-based, CellTiter-Glo; HCT116 PTEN-null viability, 60 h; hits give low values; viability, % at 10 µM; hit rate 1.2% among 140,000; AID 827, 2007;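 active means viability at or below a set limit, 4 SD under the median of all tested compounds, cut at about 3.7% in these data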;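 further: PTEN knockout HCT116 line with beta catenin targeted HCT116 as companion control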
Measles CPE = compounds protecting cells from measles virus cytopathic effect, primary screen, measles RdRp inhibitor project, single point, MLSMR library, absorbance; Measles virus-infected cells, CPE protection; protection (pct of control), % at 4 µM; hit rate 1.5% among 140,000; AID 841, 2007; in the data active means protection mostly above about 24%, no sharp cut-off; inactive means mostly below about 26%; further: some compounds called inactive have numbers as strong as hits
Yeast life ext = compounds extending yeast replicative lifespan, primary screen, S. cerevisiae, OD615 | S. cerevisiae growth with nicotinamide; deaD strain in restrictive glucose medium | inhibition of the nicotinamide effect, % at 10 µM | hit rate 0.68% among 130,000 | AID 775, 2007;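 active means inhibition above a set limit, placed 3 SD over the median of all compounds, cut at about 26% in these data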;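 further: 0% = nicotinamide-treated wells and 100% = cells grown without nicotinamide; some compounds called inactive have numbers as strong as hits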
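Test system – modified budding yeast, DeaD strain · Compound – single dose 10 µM compound, 0.25% DMSO · Times – culture preincubation 4 h, compound exposure 48 h, both 30 °C · Detection – optical density (absorbance) at 615 nm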
* marks the source's active call; other numbers are inactive results; nt = not tested or not shown.

SMILES	BB579 growth dn	NPY Y2 blocker	Phagocytosis inh	E-sel TNF inh	GALR2 blocker	HCT116 bCat-KO	MRP-1 activ	PTEN del growth	Measles CPE	Yeast life ext
Cc1ccc(C(=O)NC(=S)NCC(=O)c2ccccc2)cc1	-29	8	-4	-20	-4	107	-2.0	104	11	-12
Cc1ccc(-c2nnc(C)c(N3CCOCC3)n2)cc1	-33	1	3	-5	-16	100	-3.4	90	6	-32
CCCNC(=O)NC(=O)CSc1nc2cc(C(=O)OC)ccc2c(=O)n1-c1ccccc1	-27	6	-1	0	-10	101	-0.5	97	26*	-8
COc1ccc(N2CCN(C(=O)c3ccc(NS(=O)(=O)c4cccc(F)c4)cc3)CC2)cc1	-50	0	-2	-16	7	100	-1.0	108	19*	-11
O=C(CCCn1c(=O)[nH]c2ccsc2c1=O)N1CCN(Cc2ccc3c(c2)OCO3)CC1	-42	1	nt	-11	-12	94	-2.3	94	7	nt
O=C(CCCOc1ccc(Cl)cc1)N1CCOCC1	-48	1	1	21	-6	102	1.4	103	7	-6
COc1ccc(OCCNc2cc(Cl)ccc2[N+](=O)[O-])cc1	-33	2	0	-36	71*	82	0.0	86	1	-13
Cc1ccc(NC(=O)C2CCCN2S(=O)(=O)c2cccc3cccnc23)cc1F (centres undefined)	18	2	0	nt	-1	58	-0.4	62	17	-6
CCNS(=O)(=O)c1ccc(NC(=O)Cc2ccc(F)cc2)cc1	-52	-1	0	13	-5	92	0.0	90	4	-9
CN(CC(=O)OCC(=O)NC(=O)c1cccn1C)S(=O)(=O)c1ccc(Cl)cc1	-43	4	nt	-25	2	88	-2.4	89	1	-3
O=C(CSc1nnc(-c2cccs2)o1)OCc1ccccc1	-11	nt	-1	nt	nt	95	2.3	100	5	nt
COc1cc(C(=O)NCC(=O)OCC(=O)c2ccc[nH]2)cc(OC)c1OC	-26	2	-1	-4	2	96	-2.8	90	17	-4
CCN(CC)S(=O)(=O)c1ccc(C(=O)NCc2ccc3c(c2)cc(C)n3C)cc1	-37	-2	-1	7	-8	104	1.9	112	3	-11
CCc1ccc(S(=O)(=O)NCCc2csc(-c3cccnc3)n2)s1	-31	0	0	-2	-12	100	-0.3	98	3	2
CCOC(=O)c1sc2nc(N3CCOCC3)c3c(c2c1N)CCN(C)C3	13	2	2	5	-4	101	-1.2	89	4	-11
CC(=O)OCC(=O)[C@@]1(OC(C)=O)[C@@H](C)C[C@H]2[C@@H]3C[C@H](F)C4=CC(=O)C=C[C@]4(C)[C@@]3(F)[C@@H](O)C[C@@]21C	-58	-1	nt	nt	-1	85	1.3	88	16	8
CC(=O)Nc1ccc(C(=O)OCc2ccc(Br)cc2)cc1	-14	-1	3	25	4	96	2.0	105	12	-7
Cc1sc(NC(=O)CSc2nnc(C)c(=O)[nH]2)c(C#N)c1C	-28	0	-1	2	-3	87	-2.4	96	12	-12
CC(=O)NC1=NN(C(C)=O)C(C)(CS(=O)(=O)c2ccc(C)c(C)c2)S1 (centres undefined)	-36	1	0	nt	-9	102	0.1	113	3	10
Cc1nc2c(C(=O)N3CCN(c4ccccn4)CC3)cnn2c(C)c1Cc1cccc(Cl)c1	-41	13	-2	-8	-4	87	-2.1	89	15	-13
COC(=O)[C@H](C)NC(=O)Nc1ccc(OC)c(OC)c1	3	0	1	7	-16	97	-0.1	99	12	-1
CCOC(=O)N1CCN(S(=O)(=O)c2ccc(C(=O)Nc3nc4ccccc4s3)cc2)CC1	-10	-1	0	36	-7	68	-2.1	73	19	-16
Fc1cccc(CN2CCCCCCC2)c1	5	2	0	-22	16	85	-0.2	97	1	nt
CC(C)C(=O)Nc1ccc(NC(=O)c2ccc([N+](=O)[O-])cc2Cl)cc1	-22	0	-3	-8	10	99	-1.3	106	5	3
COc1ccc(CCn2c(N)cc(=O)[nH]c2=S)cc1OC	-21	-2	1	-12	-1	106	-0.4	94	2	-10
Next section.
SMILES	BB579 growth dn	NPY Y2 blocker	Phagocytosis inh	E-sel TNF inh	GALR2 blocker	HCT116 bCat-KO	MRP-1 activ	PTEN del growth	Measles CPE	Yeast life ext
O=C(Cc1c(Cl)cccc1Cl)OCC(=O)N1CCc2ccccc2C1	-17	4	-5	18	4	92	4.0	82	21	0
Cc1nnc(SCC(=O)N2CCCc3ccccc32)[nH]c1=O	-3	1	0	2	6	109	-2.4	90	5	-12
CCN1C(=O)/C(=C\c2ccc3c(c2)OCO3)C(C(=O)OC)=C1C	-19	2	0	-37	8	91	-3.9	84	4	-29
N#Cc1ccc(CSc2nnc(-c3ccncc3)n2CCc2ccccc2)cc1	-8	4	0	13	1	56	-1.6	64	22	2
CC(C)(C)NS(=O)(=O)c1ccc(NS(=O)(=O)Cc2ccccc2)cc1	-36	2	-1	8	-14	95	0.6	101	24	-10
Cc1cc(NC(=O)NC(=O)c2cccc(OC(F)(F)C(F)F)c2)n[nH]1	-44	-2	-2	-14	-3	89	-1.1	89	22	-10
Cc1ccc(S(=O)(=O)N2CCN(C(=O)CN3CCN(C)CC3)C2)cc1	-6	-1	nt	21	-4	96	-0.6	105	5	-10
Cc1cccc(NC(=O)CC2NCCNC2=O)c1 (centres undefined)	-51	11	-1	13	5	89	1.1	100	13	-7
CC(C)(C)NC(=O)C(=O)NCCC1=CCCCC1	-29	1	2	nt	9	101	-1.2	100	11	7
CC(C)OC(=O)c1cn(-c2ccccc2)nc1-c1ccc2c(c1)OCCO2	1	5	-2	17	-2	91	-1.1	90	9	-2
CCOC(=O)c1cccc(NC(=O)C2CCCO2)c1 (centres undefined)	-45	1	-1	3	2	91	-0.1	99	9	-18
COc1ccc(NS(=O)(=O)c2ccc(NC(=S)NC(=O)/C=C/c3ccccc3)cc2)nn1	-32	-1	-10	nt	-11	88	-2.2	88	33	-2
CCC(=O)Oc1ccc(/C(CC)=C(\CC)c2ccc(OC(=O)CC)cc2)cc1	-28	1	nt	nt	-6	34	-1.4	32	70	11
CCn1c(NCc2ccccc2Cl)nc2ccccc21	-50	7	nt	-25	11	87	-1.7	80	6	nt
COc1ccc(S(=O)(=O)N2Cc3ccccc3CC2C(=O)O)cc1OC (centres undefined)	-25	3	0	nt	-7	96	-0.8	104	3	-4
CCc1nnc2sc(-c3cc(-c4ccccc4)nc4ccccc34)nn12	-82	1	-2	-6	2	95	-1.4	98	6	-13
Cc1[nH]n(-c2cccc3ccccc23)c(=O)c1/C=N/NC(=O)c1cccc([N+](=O)[O-])c1	4	1	-1	nt	5	4.5*	1.3	3.6*	2	1
CC1CC(C)CN(C(=O)COc2ccc(-c3nnco3)cc2)C1 (centres undefined)	1	2	2	nt	-22	100	0.0	89	2	-10
O=C(NNS(=O)(=O)c1ccc2ccccc2c1)NC1CCCCC1	-45	5	-11	nt	-8	96	-1.9	99	52*	1
Clc1ccc(C[n+]2csc3ccccc32)cc1	0	10	-4	4	13	104	-4.2	92	4	13
CSc1ccc(N2CCN(CCCNC(=O)Nc3ccccc3F)CC2)cc1	1	4	0	18	0	74	-3.1	78	0	-4
CC1(C)Cc2c(C#N)c(NCc3ccco3)nc(-c3ccco3)c2CO1	-36	0	0	15	4	72	-2.4	75	8	-1
COc1ccc(N2C(=O)c3ccc(C(=O)OC(C)C)cc3C2=O)cc1	-40	2	nt	-13	-2	83	-3.6	78	11	nt
CC(C)Sc1nnc(CNC(=O)C23CC4CC(CC(C4)C2)C3)n1Cc1ccccc1	4	1	-1	-12	4	95	-1.5	99	6	-3
Cc1cccc(-c2nc(CS(=O)CC(=O)N3CCc4ccccc4C3)c(C)o2)c1 (centres undefined)	4	4	0	-2	2	96	-1.7	93	4	4
Following part.
SMILES	BB579 growth dn	NPY Y2 blocker	Phagocytosis inh	E-sel TNF inh	GALR2 blocker	HCT116 bCat-KO	MRP-1 activ	PTEN del growth	Measles CPE	Yeast life ext
Cc1ccc(-c2nnn(CC(=O)N(c3ccccc3F)C(C(=O)NC3CCCC3)c3ccco3)n2)o1 (centres undefined)	-58	3	0	-17	6	86	-2.1	81	10	5
COc1ccc(C2=NOC(C(=O)N3CCOCC3)C2)cc1OC (centres undefined)	-34	5	nt	nt	-6	106	0.6	104	22	-19
CN(C)C(=O)c1cc(Cl)ccc1Sc1cc(Cl)ccc1Cl	-8	9	nt	-19	-2	76	-2.5	71	5	5
CCOC(=O)c1c(N)sc(C(=O)Nc2ccc3c(c2)OCO3)c1C	5	3	4	9	1	77	-1.9	82	24	-12
CC1Cc2ccccc2N1C(=O)CO/N=C/c1ccccc1OC(F)F (centres undefined)	6	4	-3	nt	1	93	0.3	81	nt	-2
C/C(NC(=O)c1cccc(F)c1)=C1/C(=O)C[C@@H]2[C@H]1C2(C)C	-24	5	-2	-27	4	72	2.0	69	1	-7
CC(C1CC2CCC1C2)n1c(COc2ccccc2F)nnc1SCC(N)=O (centres undefined)	17	2	-1	-3	-18	89	-3.6	85	6	-31
CCC(C(=O)NCc1ccc(OC)cc1)n1nc(C)n2c(cc3occc32)c1=O (centres undefined)	-35	3	nt	0	7	93	-0.9	92	23	-15
Cn1cnc2c(N3CCCCC3)nccc21	-65	4	-1	6	-7	89	-0.4	102	1	-12
COc1ccc(N(CC(=O)NCC2CCCO2)S(=O)(=O)c2ccc(C)cc2)cc1OC (centres undefined)	10	1	-2	-3	2	107	-2.6	92	10	-27
c1ccc(-n2c(-c3ccco3)nnc2N2CCOCC2)cc1	-37	0	0	-11	-2	97	-2.7	108	5	-3
COc1ccc(NS(=O)(=O)c2cccc(NC(=O)C34CCC(CC3)C4)c2)cc1	-20	8	-6	nt	13	58	0.7	83	6	-3
O=C(Nc1nnc(-c2cccs2)o1)c1cccc(Oc2ccccc2)c1	34	4	1	5	-1	19	-4.3	10	0	0
CCN1CCCC1CNC(=O)c1csc2c1CCCC2 (centres undefined)	-13	1	0	-6	-22	76	-4.8	78	28	-2
COC(=O)c1cccc(OCC(O)Cn2cnc3cc(C)c(C)cc32)c1 (centres undefined)	-8	13	-2	1	-19	80	-2.9	93	24	0
CC1CN(C(=O)N2c3ccccc3Sc3ccccc32)C(C)CC1=O (centres undefined)	-31	7	0	-17	-18	72	2.6	75	13	6
O=C(CN1CCOCC1)Nc1cccc(Cl)c1Cl	2	1	0	nt	-6	100	-1.3	94	18	-9

Three of the entries above in order of their number in Yeast life ext, high to low.
SMILES | NPY Y2 blocker | Phagocytosis inh | E-sel TNF inh | GALR2 blocker | Measles CPE | Yeast life ext
COC(=O)c1cccc(OCC(O)Cn2cnc3cc(C)c(C)cc32)c1 (centres undefined) | 13 | -2 | 1 | -19 | 24 | 0
CC(C)Sc1nnc(CNC(=O)C23CC4CC(CC(C4)C2)C3)n1Cc1ccccc1 | 1 | -1 | -12 | 4 | 6 | -3
C/C(NC(=O)c1cccc(F)c1)=C1/C(=O)C[C@@H]2[C@H]1C2(C)C | 5 | -2 | -27 | 4 | 1 | -7
